Screens from PubChem.
PglD DTNB: inhibitors of Campylobacter jejuni PglD acetyltransferase. 360,000 compounds, 0.098% hits. inhibition, % at 12.5 µM. purified PglD enzyme, DTNB colorimetric CoA detection; in the data active = inhibition above about 16%, passing the limit was not always enough; also: strong numbers were not always called active
C2C12 statin: protects C2C12 myotubes from simvastatin toxicity; AID 602340; ATP luminescence, 48 h; scaled: DMSO 0, geranylgeraniol control 100; rescue of ATP level, % at 7.49 µM; 330,000 compounds, 0.78% hits;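 active = mean ATP rescue above about 67%, or every replicate alone reaching that limit, limit read from the data, passing the limit was not always enough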;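 also: myotubes were challenged with 10 µM simvastatin during compound exposure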
Cneo AK release: causes C. neoformans cell lysis; 360,000 compounds, 0.2% hits; AID 651654; adenylate kinase release luminescence, 4 h; normalised: neutral wells 0, clomiphene wells 100; lysis activity, % at 15 µM;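 active = mean lysis activity across replicates of at least 80%, whatever share of replicates individually reach that level; inactive = mean lysis activity below 80%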
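Schedule: static 4 h at 37 °C with compound, 1 h detection; system: C. neoformans cells; benchmarks: Clomiphene as positive control; buffer or medium: fresh YPD medium; measure: luminescence rise reflecting yeast cell lysis; measured by: luminescent adenylate kinase detection reagent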
INS-1E GSIS act: GLuc luminescence reporter in INS-1E cells, primary screen for activators of glucose-dependent secretion of insulin. INS-1E GLuc reporter insulin secretion, 2-3 h. activation, % at 16.6 µM. 370,000 compounds, 0.61% hits;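 active = lowest replicate activation of at least 40%, so every replicate reaches that level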;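 also: 0% = median of neutral control wells and 100% = median of IBMX positive control wells; some compounds called inactive have numbers as strong as hits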
PGC1a acetyl inh: lowers PGC1a acetylation signal in U2OS cells | inhibition, % at 15.6 µM | AID 651687 | 350,000 compounds, 0.17% hits | AlphaScreen anti-acetyl-lysine; with virally co-expressed GCN5 acetyltransferase;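 active = every replicate shows inhibition of at least 40%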;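 also: 0% = neutral control wells and 100% = positive control wells; some results beyond the cut were filed as inactive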
FN deposit inh: fibronectin deposition inhibition; AH1F fibroblasts, Alexa488-fibronectin deposition fluorescence, overnight; inhibition, % at 12.6 µM; 350,000 compounds, 0.086% hits;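 active = mean inhibition across replicates of 30% or more, regardless of how many single replicates reach that level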;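 also: positive control wells lacked labelled fibronectin entirely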
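Material – AH1F fibroblast monolayer, labelled fibronectin deposition · Reagent – labelled fibronectin 24 nM · Timing – 1 h adhesion, overnight exposure · Measured by – fluorescence at 485 nm excitation, 525 nm emission · Read-out – inhibition of fibronectin deposition signal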
F508del corr: correctors of CFTR F508del function in bronchial epithelial cells; CFBE cells, YFP halide quenching; stimulated with forskolin plus potentiator P3; % fluorescence drop versus neutral controls; activity (quench increase), % at 7.58 µM; 350,000 compounds, 0.36% hits;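 active = mean added fluorescence quench of at least 8% versus neutral control, with both replicates also reaching 8%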;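 also: cells transiently co-express mutant CFTR-F508del with the halide-sensitive YFP; corrector assay measuring rescue of mutant channel to the surface after 24 h compound exposure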
miR-122 sensor: inhibitors of miR-122 in Huh7 cells. activation (reporter increase), % at 12.5 µM. AID 602342. 340,000 compounds, 0.3% hits. Huh7 miR-122 Renilla luciferase sensor, 48 h; neutral wells = 0, positive control = 100;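 active = mean replicate activation score at least 90 and every replicate individually at or above 90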;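 also: higher luciferase means less miR-122 activity so hits act as miR-122 inhibitors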
Numbers without * were called inactive; · = not tested or not shown; [ ] = remark or other dose.

SMILES | PglD DTNB | C2C12 statin | Cneo AK release | INS-1E GSIS act | PGC1a acetyl inh | FN deposit inh | F508del corr | miR-122 sensor
COc1ccc(N(CN2C(=O)C3CCCCC3C2=O)C(=O)c2ccco2)cc1 (stereo not drawn) | -3 | · | 0 | -5 | 1 | -10 | · | -6
CO[C@H]1CN(C)C(=O)c2cc(NC(=O)C3CC3)ccc2OC[C@@H](C)N(CC2CCCC2)C[C@H]1C | 6 | 5 | 0 | 18 | -3 | -10 | 1.1 | 12[16.7 µM]
O=C(CSc1ccccc1)NCCCc1ccccc1 | -3 | 6 | 1 | 6 | -2 | · | -4.4 | -9
CC(=O)c1ccc(OCC(=O)N(CCC2=CCCCC2)c2c(N)n(Cc3ccccc3)c(=O)[nH]c2=O)cc1 | 0 | -23 | 0 | -3 | 4 | 9 | -1.1 | 3
CNC(=O)c1[nH]cnc1C(=O)N[C@@H](C)C(=O)OC(C)(C)C | 4 | 0 | 1 | · | · | 3 | 0.6 | -12
COc1ccc(-n2nc(C(=O)NCC(=O)N3CCN(c4ccccn4)CC3)c3ccccc3c2=O)c(OC)c1 | 1 | 0 | -22 | -11 | 3 | -2 | 0.5 | -1
CC(=O)Nc1ccc(S(=O)(=O)N2CC3(C)CC2CC(C)(C)C3)cc1 (stereo not drawn) | · | · | · | -6 | 26 | -7 | -2.5 | 1
CCn1c(=O)cc(SCC(=O)NCCN2CCN(Cc3ccccc3)CC2)c2ccccc21 | -6 | 6 | 8 | · | -16 | · | · | 2
N#Cc1ccc(OS(=O)(=O)c2ccc(-c3ccon3)s2)cc1 | -4 | -28 | -1 | -34 | -2 | 1 | 5.7 | -6
C/C=C/c1cccc(-c2nc(C(=O)Nc3nccs3)cc3c2[C@@H](CCO)N(C(=O)NC(C)C)C3)c1 | 3 | 15 | 3 | -5 | · | 12 | · | ·
C=CCOC(=O)C(C(=O)Cc1ccccc1)c1ccccc1 (stereo not drawn) | 0 | -2 | 4 | -26 | -11 | -1 | -0.8 | -3
COC(=O)c1cn(C(=O)c2ccc(OC)cc2)c2ccccc12 | 3 | -4 | -4 | -3 | -1 | 4 | 5.1 | -3
CC1CC(=O)N(CC(=O)Nc2cccc(Cl)c2)c2ccccc2S1(=O)=O (stereo not drawn) | 7 | 20 | 5 | -17 | · | -2 | 0.0 | ·
CC(C)Cc1ccc(C(=O)NCc2ccc3c(c2)OCO3)o1 | -2 | 5 | -4 | 18 | 4 | 0 | 2.1 | 2
CCC(=O)N1N=C(c2ccc(C)o2)CC1c1ccc(OC)cc1 (stereo not drawn) | · | · | · | 89 | · | 7 | -2.3 | -4
O=C(CSc1nnc2ccc(-c3ccccc3)nn12)NCC1CCCO1 (stereo not drawn) | · | · | · | 8 | 4 | -1 | 0.1 | ·
Cc1ccc(CNC(=O)C2CC(c3ccccc3F)=NO2)cc1 (stereo not drawn) | 6 | -18 | -2 | -4 | 4 | 6 | -1.4 | 1
O=[N+]([O-])c1cc([N+](=O)[O-])c(Oc2cc(Cl)ccc2Cl)cc1NC1CCCCCCC1 | -7 | 0 | 2 | -6 | 4 | -9 | 4.8 | 4
COC(=O)c1ccc(N2NC(=O)/C(=C/c3ccc(OC)c(OC)c3)C2=O)cc1 | -4 | 4 | 6 | 0 | 1 | -2 | -0.3 | -3
CCOC(=O)C1=C2SCCN2C(=O)C(C#N)C1(C)C (stereo not drawn) | 5 | -4 | 1 | · | -14 | · | · | 0
Cc1cc(C)nc(Sc2nc(Cl)nc(N(c3ccccc3)c3ccccc3)n2)n1 | 6 | 102* | -1 | 14 | 10 | -18 | · | -2
CCOc1ccccc1CN1CCC(N2CCC(C(=O)NC3CC3)CC2)CC1 | -1 | 2 | 7 | 1 | 9 | 7 | -0.7 | -1
COc1ccccc1CNC(=O)CCC(=O)N1Cc2cccc(OC)c2Oc2ncccc21 | -4 | 7 | -1 | -3 | 10 | 1 | -0.1 | -3
Cc1cc(C)c(C#N)c(SCC(=O)N(CC(C)C)C2CCS(=O)(=O)C2)n1 (stereo not drawn) | -4 | -6 | 0 | 24 | · | 3 | 0.2 | -2
C=CCOn1c(=O)c(-c2ccccc2)[n+]([O-])c2ccccc21 | -5 | -2 | -2 | 14 | -9 | -3 | 2.2 | -1

Following part.
SMILES | PglD DTNB | C2C12 statin | Cneo AK release | INS-1E GSIS act | PGC1a acetyl inh | FN deposit inh | F508del corr | miR-122 sensor
CO[C@H]1CN(C)C(=O)c2ccc(NC(C)=O)cc2OC[C@@H](C)N(C(=O)C2CCC2)C[C@@H]1C | 0 | -10 | -10 | -5 | 4 | 5 | -1.1 | ·
C[C@H]1CN([C@@H](C)CO)C(=O)c2cc(NC(=O)C3CCCCC3)ccc2O[C@@H]1CN(C)Cc1ccncc1 | 1 | 0 | 2 | -6 | · | · | -0.8 | 1[16.7 µM]
O=C(NOCc1ccccc1)c1coc(-c2ccccc2)n1 | -8 | -3 | -6 | 0 | 7 | 3 | 2.2 | -3
CCOC(=O)C1CN(S(C)(=O)=O)c2cc(CC(=O)OC)ccc2O1 (stereo not drawn) | · | · | · | -3 | 5 | -5 | 2.2 | 1
COc1ccc(CC(=O)NNC(=S)Nc2ccc(Br)cc2)cc1 | 5 | -1 | 1 | · | 1 | · | · | 2
O=C(CS(=O)(=O)c1cn(CC(=O)N2CCCC2)c2ccccc12)Nc1ccccc1F | 1 | · | 2 | 4 | 2 | 8 | -2.1 | ·
C[C@H](CO)N1C[C@H](C)[C@@H](CN(C)C(=O)Nc2ccccc2)Oc2ncc(C#CC3CCCC3)cc2C1=O | 0 | 78* | 2 | -21 | -6 | 13 | 0.8 | -2[16.7 µM]
CNC[C@H]1Oc2ccc(NC(=O)Nc3c(C)noc3C)cc2CC(=O)N([C@@H](C)CO)C[C@H]1C | -2 | -20 | 1 | 9 | -4 | -11 | -1.4 | -7[16.7 µM]
CSc1n[nH]c2nc3c(c(=O)n12)C1(CCCC1)Cc1ccccc1-3 | -11 | · | -1 | 10 | -4 | 3 | · | 4
COc1ccc(CNC(=O)CN2CCN(S(=O)(=O)c3ccccc3)CC2)cc1 | 4 | 0 | -1 | 4 | 4 | 13 | -3.2 | -3
C[C@@H]1CN([C@@H](C)CO)C(=O)c2cc(NS(C)(=O)=O)ccc2O[C@H]1CN(C)C | 0 | 7 | 45 | 16 | -7 | 4 | 0.3 | 39[16.7 µM]
COc1ccc2cc(C#N)c(SCC(=O)NNC(=O)Cc3ccccc3)nc2c1 | 0 | 0 | 1 | · | -2 | -2 | · | 0
CCOc1ccccc1NC(=O)CCCN1C(=S)NC(C)(C)CC1C (stereo not drawn) | 2 | · | 0 | 4 | · | -1 | · | -4
O=C(Cc1ccccn1)N[C@@H]1CC[C@H](CCn2cc(-c3ccccc3)nn2)O[C@@H]1CO | 0 | 6 | 4 | 10 | -12 | · | 5.8 | 0[16.7 µM]
O=C(Nc1cnn(Cc2ccccc2)c1)c1nc2ncccn2n1 | -8 | 2 | -23 | · | 8 | · | · | 3
Cc1ccc(CNC(=O)COC(=O)c2ccc(Br)o2)cc1 | 0 | 3 | -1 | 2 | · | 4 | -0.6 | ·
C[C@H]1CN([C@@H](C)CO)C(=O)Cc2cc(NS(=O)(=O)c3cccs3)ccc2O[C@@H]1CN(C)C(=O)Nc1ccccc1 | -3 | 8 | 0 | 5 | -5 | · | 1.2 | -7[16.7 µM]
O=C(CSc1n[nH]c(-c2cccs2)n1)N1CCN(S(=O)(=O)c2ccccc2)CC1 | -7 | -8 | -5 | · | · | -40 | · | -13
COc1ccc(NC(=O)CN(C)CC(=O)NC2CCC(C)CC2)cc1 (stereo not drawn) | 1 | 0 | -1 | -2 | 2 | -6 | -2.5 | -4
CCOC(=O)c1sc(NC(=O)CSc2nnnn2-c2ccc(C)cc2C)nc1C | 4 | -6 | 4 | · | 5 | · | · | 1
C[C@@H]1CCCCO[C@@H](CN(C)S(=O)(=O)c2ccccc2)[C@H](C)CN([C@@H](C)CO)C(=O)c2cc(NS(=O)(=O)c3ccc(Cl)cc3)ccc2O1 | -3 | · | 0 | -38 | -6 | -7 | 0.2 | -8[16.7 µM]
O=C(COc1ccccc1Cl)NCCCNC(=O)c1ccco1 | 1 | -2 | 8 | 10 | · | 2 | 1.7 | -1
Clc1ccc(N/N=C/c2cccnc2)cc1 | 6 | 14 | -1 | -6 | 4 | 2 | · | 36
CCc1nnc(NC(=O)CSc2nnc(-c3cc4ccccc4cc3O)n2CC)s1 | 0 | 1 | -1 | · | 4 | 8 | · | 1
O=C(NCC[C@@H]1CC[C@@H](NS(=O)(=O)c2cccc(F)c2)[C@H](CO)O1)C1CC1 | -1 | 5 | -1 | -8 | -26 | -1 | -2.0 | -4[16.7 µM]

Whole records, looked up by structure.
Shown for Cc1ccc(CNC(=O)COC(=O)c2ccc(Br)o2)cc1 → PglD DTNB: 0; C2C12 statin: 3; Cneo AK release: -1; INS-1E GSIS act: 2; PGC1a acetyl inh: ·; FN deposit inh: 4; F508del corr: -0.6; miR-122 sensor: ·
Shown for O=C(NOCc1ccccc1)c1coc(-c2ccccc2)n1 → PglD DTNB: -8; C2C12 statin: -3; Cneo AK release: -6; INS-1E GSIS act: 0; PGC1a acetyl inh: 7; FN deposit inh: 3; F508del corr: 2.2; miR-122 sensor: -3

(listing goes on)
SMILES | PglD DTNB | C2C12 statin | Cneo AK release | INS-1E GSIS act | PGC1a acetyl inh | FN deposit inh | F508del corr | miR-122 sensor
CCOCC(=O)N1CCC(Cc2ccccc2)CC1 | · | · | · | -16 | -2 | -2 | 3.0 | 5
Cc1ccccc1CSc1nnc(-c2cccs2)n1Cc1ccco1 | -6 | 13 | -1 | · | -22 | -4 | · | 30
O=c1cc(CSc2ccccc2)[nH]c2ccccc12 | -6 | 0 | 1 | -2 | 3 | -5 | 0.6 | 3
COc1ccc(NC(=O)Nc2cccc3c2O[C@H](CN(C)Cc2ccc(-c4ccccc4)cc2)[C@H](C)CN([C@@H](C)CO)C3=O)cc1 | 0 | · | 2 | 0 | 10 | · | -2.2 | -8[16.7 µM]
CCC(=O)Nc1ccc(Br)c(Cl)c1 | 1 | 29 | -1 | · | 10 | · | · | -8
Cc1cccc(-n2cnc3sc(C)c(C)c3c2=O)c1 | · | 2 | · | 4 | 9 | 2 | 1.4 | ·
NS(=O)(=O)c1ccc(N=Nc2c(O)[nH]c3ccc(Br)cc23)cc1 | -1 | 47 | -1 | -1 | 1 | 5 | 6.5 | 0
CN(C)CC(=O)N1[C@@H](C#N)[C@@H](c2ccc(-c3ccccc3F)cc2)[C@@H]1CO | -2 | -40 | 0 | 1 | -8 | -5 | -2.3 | ·
O=C(CCC1CCCN(C(=O)c2cccnc2)C1)NCc1ccccc1F (stereo not drawn) | -1 | · | 6 | 9 | · | -1 | 2.5 | ·
CCn1c(C(=O)N2CCc3ccccc3C2)cc2sccc21 | 0 | 20 | -3 | · | -4 | -12 | -2.5 | -1
COc1cc(OC)cc(C(=O)NCc2ccc3[nH]c(C)cc3c2)c1 | · | · | · | 5 | 0 | -8 | 0.6 | ·
CC1Oc2ccccc2N(CC(=O)Nc2ccccc2F)C1=O (stereo not drawn) | 19 | -15 | -8 | · | -3 | 11 | · | 3
O=C(NCc1ccccc1)c1cc(C2CCCN(C(=O)c3ccccc3)C2)on1 (stereo not drawn) | 1 | -7 | -1 | 8 | 2 | -6 | 2.0 | 1

Fetched one by one from the list above:
SMILES | PglD DTNB | C2C12 statin | Cneo AK release | INS-1E GSIS act | PGC1a acetyl inh | FN deposit inh | F508del corr | miR-122 sensor
Cc1cccc(-n2cnc3sc(C)c(C)c3c2=O)c1 | · | 2 | · | 4 | 9 | 2 | 1.4 | ·
COc1cc(OC)cc(C(=O)NCc2ccc3[nH]c(C)cc3c2)c1 | · | · | · | 5 | 0 | -8 | 0.6 | ·
